MT1-MMP act inh – blocks activation of human MT1-MMP; GFP/RFP ratio change, % at 20 µM; P50281; 0.061% of 360,000 active; HT1080 RFP-PRO-GFP cells, GFP/RFP ratio fluorescence, overnight; percent of plate control window, DMSO zero;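 active means GFP/RFP ratio change of at least 30% with cell ATP level not reduced by more than half and red fluorescence within 50% of control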; further: strong numbers were not always called active
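Assay system: RFP-PRO-GFP reporter HT1080 cells; read-out basis: GFP/RFP fluorescence ratio; benchmarks: DMSO wells and RFP-L50D-GFP cells; doses: 20 µM single dose, 1% DMSO; schedule: overnight cell settling, then overnight compound exposure, 37 °C, 5% CO2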
Rin1 Abl inh – blocks binding of human Rin1 to Abl. P00519+Q13671. TR-FRET Rin1/Abl binding, biochemical. inhibition, % at 7.35 µM. 0.4% of 360,000 active. AID 588664; in the data active means inhibition above about 5%, passing the limit was not always enough
Neddyl block – blocks human cullin neddylation. P61081+Q13564. TR-FRET cullin neddylation, biochemical. calls only at 25 µM. 0.58% of 360,000 active; in the data active means inhibition above about 36%
eLon inh – E. coli protease La inhibition; 0.42% of 360,000 active; inhibition, % at 7.94 µM; AID 602123; purified E. coli Lon protease, fluorescence polarization; in the data active means inhibition above about 13%, passing the limit was not always enough;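 further: 0% = enzyme with probe and DMSO and 100% = no enzyme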
NRP1-CendR mod – NRP-1/CendR interaction modulation; O14786; FAM-RPARPAR peptide binding to NRP-1, fluorescence polarization; inhibition, % at 25 µM; 0.85% of 360,000 active;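 active means inhibition or corrected inhibition above about 18%, plus a signal ratio from 0.5 to 1.5, limit read from the data, passing the limit was not always enough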; further: strong numbers were not always called active
FAS TE block – blocks the thioesterase domain of human fatty acid synthase. P49327. recombinant FAS-TE, OMFH fluorogenic substrate, fluorescence endpoint. inhibition, % at 15 µM. 0.67% of 360,000 active. AID 602261;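 active means compounds whose normalised, plate-corrected inhibition of enzyme fluorescence in the single-dose primary screen is 50% or more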;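 further: 0% = DMSO with enzyme and 100% = substrate without enzyme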
MsrA act – bovine methionine sulfoxide reductase A activation. 0.3% of 360,000 active. activation, % at 10.6 µM. AID 602163. purified bovine MsrA, absorbance read-out; in the data active means activation above about 7.5%;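 further: 0% = vehicle and 100% = reference activator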
PABP1 MLLE inh – inhibitors of microRNA-mediated deadenylation, human PABP1 MLLE binding; P11940; inhibition, % at 20 µM; AID 588489; 0.36% of 360,000 active; GST-MLLE / FITC-PAM2 fluorescence polarization; in the data active means inhibition above about 35%, passing the limit was not always enough;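 further: plate controls were DMSO wells with GST-MLLE for no effect and wells lacking GST-MLLE protein for full effect; some results filed as inactive read as strong as hits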
Target sequence (P11940 whole entry, looked up): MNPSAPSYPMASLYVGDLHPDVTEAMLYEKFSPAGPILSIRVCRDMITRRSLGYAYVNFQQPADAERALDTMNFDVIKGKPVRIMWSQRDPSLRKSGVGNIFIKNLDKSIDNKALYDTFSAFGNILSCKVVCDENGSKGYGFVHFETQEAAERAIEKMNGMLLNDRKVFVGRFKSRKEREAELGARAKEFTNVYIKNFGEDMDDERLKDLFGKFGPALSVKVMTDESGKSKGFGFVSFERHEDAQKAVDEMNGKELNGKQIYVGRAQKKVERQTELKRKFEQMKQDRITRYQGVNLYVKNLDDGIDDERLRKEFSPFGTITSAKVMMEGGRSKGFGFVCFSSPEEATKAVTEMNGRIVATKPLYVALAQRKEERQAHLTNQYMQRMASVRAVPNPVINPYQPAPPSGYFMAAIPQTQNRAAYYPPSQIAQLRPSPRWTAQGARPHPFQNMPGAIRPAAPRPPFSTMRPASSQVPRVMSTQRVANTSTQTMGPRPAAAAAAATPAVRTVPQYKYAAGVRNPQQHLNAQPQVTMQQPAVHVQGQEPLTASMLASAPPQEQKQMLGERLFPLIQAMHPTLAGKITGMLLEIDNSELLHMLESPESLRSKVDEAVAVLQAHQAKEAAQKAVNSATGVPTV
SKN-1 inh – C. elegans SKN-1 inhibition. 0.49% of 360,000 active. AID 624304. inhibition, % at 21.8 µM. C. elegans VP596 Pgst-4::GFP/RFP ratio, acrylamide-induced, 24 h;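 active means interference check ratio from 0.5 to 1.5 plus GFP to RFP signal ratio inhibition reaching or exceeding a fixed threshold, cut at about 30% in these data, passing the limit was not always enough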; further: some compounds called inactive have numbers as strong as hits
An asterisk follows results filed as active; i = inactive; / = no result given; + = active, no number.

SMILES	MT1-MMP act inh	Rin1 Abl inh	Neddyl block	eLon inh	NRP1-CendR mod	FAS TE block	MsrA act	PABP1 MLLE inh	SKN-1 inh
O=C(C1=NN[C@@H]2C(=O)N(c3ccccc3C(F)(F)F)C(=O)[C@H]12)c1ccc2ccccc2n1	-5	-4	i	-7	-14	-20	-3	0	12
Cc1cc2oc3c(c(=O)c2cc1C)C(c1cccc(Br)c1)N(Cc1ccco1)C3=O (configuration not stated)	-7	3	i	3	-17	31	-1	-9	-5
Cc1nc(-c2cccc3ccccc23)ccc1C(=O)O	-4	1	+	-20	-1	-4	-4	10	0
Cc1oc(-c2ccccc2F)nc1CS(=O)CC(=O)NC1CCCCC1 (configuration not stated)	-1	-2	i	-2	12	-4	1	8	8
COc1cc(CCC(=O)NC2(C)CCS(=O)(=O)C2)cc(OC)c1OC (configuration not stated)	-3	-2	i	-8	2	-8	-1	-30	3
CC(C)c1c(C(=O)N/N=C/c2ccc(-c3ccccc3)cc2)nnn1-c1nonc1N	-1	0	i	-11	12	0	-1	-2	5
COc1cccc(OCCNCc2ccccc2)c1	-1	4	i	-2	11	-2	1	-13	7
O=C(COC(=O)/C=C/c1ccc([N+](=O)[O-])cc1)Nc1ccc(F)cc1	1	-3	i	-6	-2	4	-4	-7	-2
Cc1cccn2c(=O)c3cc(C#N)c(=O)n(Cc4cccnc4)c3nc12	-1	0	/	-12	-9	36	-10	1	4
CCCCCCCCN1C(=O)[C@H](CC(=O)NCCCOCCCC)C[C@@]2(C(=O)OCC)CCCC=C12	-8	/	i	2	8	8	0	/	-19
CC(NC(=O)COc1ccc(/C=N/NS(=O)(=O)c2ccccc2)cc1)c1ccccc1 (configuration not stated)	7	0	i	-3	8	-1	1	-14	8
CN(C)C(CNc1ncnc2sc3c(c12)CCCCC3)c1ccco1 (configuration not stated)	2	-4	i	-6	-11	7	-1	-7	19
CN1CCN(C(=O)/C(=C/c2ccccc2Cl)NC(=O)c2ccccc2)CC1	-1	-2	i	6	15	2	-3	-9	14
CCOC(=O)N1CCN(C(=S)NC2CCCCC2)CC1	2	0	i	-7	-2	-4	0	-121	0
CCOc1ncccc1C(=O)Nc1ccc(S(=O)(=O)Nc2nccs2)cc1	-1	0	i	-9	-14	-2	-2	4	11
Cc1ccc(CSc2ncnc3c2cnn3-c2ccccc2)cc1	4	-2	i	5	6	-1	-3	-15	19
CCn1nc(C(=O)Nc2nc3ccc(C)cc3s2)c2ccccc2c1=O	-1	2	i	-3	-4	0	-2	-7	10
COc1ccc(-c2csc3nc(C)n(-n4cccc4)c(=O)c23)cc1	1	-1	i	8	10	-2	-2	2	25
COc1cccc(C2CC(c3ccc(F)cc3)Nc3nc(N)nn32)c1 (configuration not stated)	3	-1	i	-6	7	-5	0	-2	-6
Cc1nonc1NC(=O)CSc1nc2ccccc2cc1C#N	-20	-3	i	-5	-15	-2	-1	-17	-1
CCOC(=O)C(=Cc1ccc(N(C)C)cc1)C(=O)c1ccccc1	-5	3	i	-11	-16	0	-3	-41	-9
Cc1cc(=O)[nH]c(SCC(=O)Nc2cccc3ccccc23)c1C#N	1	-3	i	-4	-7	-2	-3	-1	-1
CCCCn1c(N)c(N(CC(C)C)C(=O)C2CC(=O)N(Cc3ccccc3)C2)c(=O)[nH]c1=O (configuration not stated)	-6	0	i	-7	0	-2	-2	-34	19
CCOc1ccc(NS(=O)(=O)c2ccc3[nH]c(=O)cc(C(=O)O)c3c2)cc1	1	1	i	-7	0	-1	-4	-29	11
C=CCN1C(=O)C(CC(=O)O)SC1=Nc1ccc(N=Nc2ccccc2)cc1 (configuration not stated)	/	-1	i	0	-4	-13	-12	3	-7
C=C(C)c1cccc(C(C)(C)NC(=O)Nc2ccc(OC)nc2)c1	-9	3	i	46*	16	2	-9	36	-12
CC(=O)c1c(C)oc2c1C(=O)c1ccccc1C2=O	-1	-4	i	-4	8	-4	2	17	2
OCCCNc1ncnc2c1ncn2[C@H]1CN(Cc2ccc3c(c2)OCO3)C[C@@H](CO)O1	-1	0	i	-9	-4	-2	-1	16	-4
O=C(CSc1nc2ccccc2c(=O)n1-c1ccccc1)N1CCCC1	0	-5	i	-9	-13	-7	-6	-4	-11
Cc1cccc(C)c1OCC(=O)NNC(=S)NC(=O)C1CC1	7	2	i	1	4	-4	2	-22	-4
CSCC[C@H](NC(=O)COc1ccc(Cl)cc1Cl)c1nc2ccccc2[nH]1	-1	-1	i	7	0	10	-2	-7	13
O=[N+]([O-])c1ccc(OC(F)F)c(/C=N/n2cnnc2)c1	0	1	i	2	10	4	-2	3	5
O=C(Nc1ccccc1O)c1ccc(NC(=O)C2CC2)cc1	4	-2	i	-12	-26	-1	1	-5	10
CCN1C(=O)C(CC(=O)Nc2ccc(Cl)cc2)N(NC(=O)c2ccncc2)C1=S (configuration not stated)	1	-1	i	-5	-14	-2	-1	-1	11
CCCCSc1ccc2nc(-c3ccc(C#N)cc3)cn2c1	-2	-4	i	1	-8	22	-1	13	23
COc1ccc(CNC(=O)CCn2c(C)csc2=O)cc1	-3	1	i	-2	6	-8	1	12	-2
C=CCOc1ccc(/C=C/C(=O)OCc2csc(CC(=O)Nc3ccccc3C)n2)cc1	3	0	i	4	2	4	-4	-16	-12
O=C(NC1CC2CCCC(C1)N2C(=O)Nc1ccc(F)cc1)c1ccccc1 (configuration not stated)	0	0	i	3	-10	-4	-2	-11	2
CC(=O)c1ccc(NC(=O)/C(=C\c2ccco2)NC(=O)c2ccco2)cc1	-3	5	i	-15	-40	-4	-7	-27	2
CS(=O)(=O)c1ccc(C(=O)OCC(=O)c2ccc(Cl)s2)cc1	-4	-1	i	3	-52	1	0	14	15
Cn1cc(C(=O)C(F)(F)F)c2ccccc21	-5	-1	i	0	-13	-2	0	1	2
O=C(Nc1ccc(Cl)cn1)Nc1cccs1	-8	-2	i	-3	-2	-3	-7	16	15
CCOC(=O)C1(C)CCCN(C(=O)c2ccc(F)cc2Cl)C1 (configuration not stated)	2	0	i	-1	0	-8	0	-8	12
COc1cccc(C#Cc2ccc3c(c2)O[C@@H](CN(C)C(=O)c2ccccn2)[C@@H](C)CN([C@H](C)CO)S3(=O)=O)c1	-1	1	/	1	-1	3	2	11	2
CC(=O)NC(NC(C)=O)c1ccc(Br)cc1	18	1	i	-3	4	-8	-10	8	-1
O=[N+]([O-])c1ccc(C=NNC(=S)Nc2ccc(F)cc2)cc1	7	1	i	-10	-19	3	-1	-34	3
COc1ccccc1CNC(=O)c1ccc2c(c1)OCO2	-1	4	i	0	-9	-1	-7	7	-7
O=C(c1cc(COc2ccc(F)cc2Cl)on1)N(Cc1ccncc1)CC1CCCO1 (configuration not stated)	-4	-1	i	6	-3	6	-2	-2	0
S=c1[nH]nc(COc2ccccc2)n1-c1ccc(Cl)cc1	0	3	i	-2	16	-1	2	-26	12
CC(=O)Nc1ccc(S(=O)(=O)NCc2cc(=O)n(C)c(=O)n2C)cc1	-2	1	i	1	-3	-6	-2	4	3
c1nnc(NCNc2nncs2)s1	1	-1	i	-16	-1	-8	0	2	0
COc1ccc(N(C(=O)Cn2nnc(-c3ccc(C)o3)n2)C(C(=O)NC2CCCC2)c2ccncc2)cc1 (configuration not stated)	0	0	i	-5	8	1	-1	-18	12
O=C(CSc1ccc(-c2ccc(F)cc2)nn1)N1CCN(c2ccccc2)CC1	7	-2	i	-9	0	-12	-3	13	9
FC(F)(F)c1cc(Cl)c2nc(-c3ccccc3)c(Cc3cccc(Cl)c3)n2c1	3	/	i	5	-18	19	-1	/	19
Cc1ccc(N(C(=O)c2cc3ccccc3oc2=O)C2C=CS(=O)(=O)C2)cc1 (configuration not stated)	-2	0	i	11	1	-7	-10	3	1
CC(=O)Oc1ccc(C(=O)Nc2nnc(C)s2)cc1	9	-1	i	-5	-4	-8	-3	-8	-2
CC(=O)N1CCC2(CC1)CC(=O)c1cc(OCC(=O)N3CCOCC3)ccc1O2	-2	0	/	-4	-2	-4	-4	-1	-7
COc1ccc(CNC(=O)CN(Cc2ccccc2)C(=O)CCC(=O)Nc2nccs2)cc1	-7	1	i	-8	6	-3	-3	7	4
O=C(Nc1cccc(S(=O)(=O)N2CCCCCC2)c1)c1ccc2ccccc2n1	-11	0	i	-6	-9	32	-4	6	7
COc1ccc(C(=O)c2ccc(OC)c(OC)c2)cc1	5	-3	i	-5	-4	-3	-3	-1	8
Carrying on:
SMILES	MT1-MMP act inh	Rin1 Abl inh	Neddyl block	eLon inh	NRP1-CendR mod	FAS TE block	MsrA act	PABP1 MLLE inh	SKN-1 inh
Cc1[nH]c2c(ccc3ccccc32)c1C1C(CCN)C1(C)C (configuration not stated)	-10	1	i	-13	-21	-29	1	0	-5
O=C(NC(c1ccc(Cl)cc1)c1cnccn1)C1CCN(CCCOc2ccccc2)CC1 (configuration not stated)	0	-1	i	6	7	-2	0	9	5
CN(C(=O)c1ccno1)c1nnc(-c2cnccn2)s1	-1	-1	i	0	0	-7	-6	17	21
COc1ccc(C(=O)NNC(=O)c2cnccn2)cc1[N+](=O)[O-]	2	1	i	-5	-6	-11	-15	-6	-33
CCOc1ccc(OCCNC(=O)c2cc(C3CC3)nc3c2cnn3C(C)C)cc1	-8	-2	i	0	12	22	-2	5	9
COC(=O)c1cc(NC(=O)c2c(Cl)cnn2C)cc(C(=O)OC)c1	-2	3	i	-4	11	-2	-11	0	-1
Cc1sc2nc(SCC(=O)NCc3ccco3)n(-c3ccccc3)c(=O)c2c1C	1	1	i	-2	-5	1	-2	7	2
Cc1ccc(-c2noc(CCC(=O)Nc3ccccc3N3CCN(C)CC3)n2)cc1	1	0	i	-1	-4	-2	-10	0	6
O=C(NC(=S)Nc1nc2c(s1)CCCC2)c1ccc(C(=O)c2ccccc2)cc1	10	0	i	-5	3	15	-10	20	-3
COc1ccc(-c2cc(C)no2)cc1S(=O)(=O)N1CCN(c2ccccn2)CC1	0	4	i	3	-61	20	-4	-9	8
CC(=O)Nc1ccc(/C=N/NC(=O)c2cc(-c3ccco3)nc3ccccc23)cc1	2	0	i	-9	-18	0	-2	7	11
COc1cccc(-n2nnc3c(=O)n(CC(=O)OCc4ccccc4)cnc32)c1	4	-2	i	-6	26*	-20	-12	5	-5
COc1ccc(C=CC(C)=NNC(=O)c2ccncc2)cc1	6	-2	i	4	-10	1	-4	6	19
Brc1ccc(-c2cn3ccccc3n2)s1	0	0	i	-1	-8	-2	-5	-6	84*
Cc1ccc2sc(NNC(=O)C3COc4ccccc4O3)nc2c1C (configuration not stated)	3	-1	i	7	2	-37	0	-49	2
Cn1cc(Br)c(C(=O)N2CCCCCC2)n1	3	-2	i	-14	-2	-3	-1	1	7
CC(C)(C)OC(=O)CN1C(=O)NC2(CCCc3ccccc32)C1=O (configuration not stated)	-5	-2	i	-1	-6	0	0	-3	4

Random excerpt: three entries already listed
SMILES	MT1-MMP act inh	Rin1 Abl inh	Neddyl block	eLon inh	NRP1-CendR mod	FAS TE block	MsrA act	PABP1 MLLE inh	SKN-1 inh
Brc1ccc(-c2cn3ccccc3n2)s1	0	0	i	-1	-8	-2	-5	-6	84*
CC(=O)Nc1ccc(/C=N/NC(=O)c2cc(-c3ccco3)nc3ccccc23)cc1	2	0	i	-9	-18	0	-2	7	11
Cc1ccc(-c2noc(CCC(=O)Nc3ccccc3N3CCN(C)CC3)n2)cc1	1	0	i	-1	-4	-2	-10	0	6

Single values from the list.
CCCCSc1ccc2nc(-c3ccc(C#N)cc3)cn2c1 in PABP1 MLLE inh: 13
Cc1cccc(C)c1OCC(=O)NNC(=S)NC(=O)C1CC1 in eLon inh: 1
CCOC(=O)N1CCN(C(=S)NC2CCCCC2)CC1 in FAS TE block: -4
Cc1ccc(-c2noc(CCC(=O)Nc3ccccc3N3CCN(C)CC3)n2)cc1 in eLon inh: -1
CCCCCCCCN1C(=O)[C@H](CC(=O)NCCCOCCCC)C[C@@]2(C(=O)OCC)CCCC=C12 in SKN-1 inh: -19
COc1cccc(C#Cc2ccc3c(c2)O[C@@H](CN(C)C(=O)c2ccccn2)[C@@H](C)CN([C@H](C)CO)S3(=O)=O)c1 in MT1-MMP act inh: -1

Screening data: PubChem, several laboratories
